Screening data (PubChem)
Ecoli viability: counter-screen for AddAB inhibitors: E. coli growth inhibition; AID 449728; E. coli V3065 growth, OD600 absorbance, 18 h; 0.27% of 330,000 active; inhibition, % at 11.9 µM;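 active = inhibition above the campaign's mean inhibition across all tested compounds plus 3 SD, cut at about 9.9% in these data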;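 also: uninfected addAB+ strain grown without phage in ampicillin broth; 0% = DMSO wells and 100% = ciprofloxacin 0.95 µg/ml wells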
PfHsp90 yeast 2: inhibits growth of yeast expressing Plasmodium falciparum Hsp90. S. cerevisiae expressing PfHsp90, BacTiter-Glo ATP, 48 h; yeast lacking PDR1 and PDR3 efflux regulators. inhibition, % at 9.4 µM. 0.32% of 310,000 active;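 active = every replicate shows inhibition above about 80%, whatever the replicate mean, limit read from the data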;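 also: 0% = DMSO neutral controls and 100% = 20 µM radicicol positive controls; yeast relying on Plasmodium falciparum Hsp90 in place of its own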
Tat transport: blocks Tat-dependent protein export in E. coli; E. coli MC4100 TorA-mCherry Tat export, fluorescence; inhibition, % at 10 µM; 0.036% of 340,000 active; AID 488895;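 active = mean replicate inhibition at least 50% and at least half of replicates individually reaching 50%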;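 also: exported cargo escapes ClpAP degradation while cytoplasmic cargo is degraded and loses fluorescence; 0% = median of neutral control wells and 100% = median of NaSCN control wells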
PKA-R1A act: PKA-R1A complex activation | P00514+P68181 | PKA-R1A dissociation, Cy5-IP20 fluorescence polarization; scaled: DMSO 0%, 113 µM cGMP 100% | activation, % at 11.4 µM | 0.083% of 340,000 active | AID 504707;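 active = percent activation above the mean of all tested compounds plus 3 SD, cut at about 19% in these data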;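 also: higher means more PKAc released from R1A so a rise in polarization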
OPRM1-OPRD1 ag: agonists of human mu-delta opioid receptor heterodimerization; P35372+P41143; cells, OPRM1-OPRD1 heterodimerization, luminescence; activation, % at 9.3 µM; 0.3% of 340,000 active; AID 504326; in the data active = activation above about 18%;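 also: 0% = vehicle-treated cells and 100% = reference agonist; values of inactives mirror those of a sister screen read the other way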
phage Ecoli inh: E. coli growth loss with phage present. inhibition, % at 11.9 µM. growth absorbance. AID 651602. 0.26% of 360,000 active; in the data active = inhibition above about 11%
Mot1-301 SUMO: blocks SUMOylation pathway, rescuing yeast Mot1-301 growth. S. cerevisiae Mot1-301 growth rescue, ATP luminescence, 38.5C; percent above DMSO median, 100 means doubled. growth rescue, % at 18.8 µM. 1% of 320,000 active;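 active = every valid replicate shows activation above 250% relative to neutral control wells; inactive = the rest, any valid replicate at or below 250%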;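 also: OY570 slx delta 5 strain wells were the positive control but not used for scaling; some compounds called inactive have numbers as strong as hits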
MOR-DOR inv ag: inverse agonists of human mu-delta opioid receptor heterodimerization | P35372+P41143 | cell-based MOR-DOR heterodimer luminescence, inverse agonism | inhibition, % at 9.3 µM | 0.21% of 340,000 active | AID 504357; in the data active = inhibition above about 22%, passing the limit was not always enough;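 also: 0% = cells with DMSO and 100% = wells without cells with DMSO; values of inactives mirror those of a sister screen read the other way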
DSG3 Ab inh: inhibitors of pemphigus antibody binding to human desmoglein-3; P32926; DSG3-coupled beads, scFv-anti-DSG3-GFP binding, flow cytometry; stronger effect = lower value; binding (percent of control), % at 10 µM; 0.48% of 310,000 active; AID 588358;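 active = binding more than 3 SD below its plate's average and above zero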;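 also: hits lower antibody fragment binding to DSG3; some compounds called inactive have numbers as strong as hits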
Target sequence (P32926 whole entry, looked up, the tested form may be a part): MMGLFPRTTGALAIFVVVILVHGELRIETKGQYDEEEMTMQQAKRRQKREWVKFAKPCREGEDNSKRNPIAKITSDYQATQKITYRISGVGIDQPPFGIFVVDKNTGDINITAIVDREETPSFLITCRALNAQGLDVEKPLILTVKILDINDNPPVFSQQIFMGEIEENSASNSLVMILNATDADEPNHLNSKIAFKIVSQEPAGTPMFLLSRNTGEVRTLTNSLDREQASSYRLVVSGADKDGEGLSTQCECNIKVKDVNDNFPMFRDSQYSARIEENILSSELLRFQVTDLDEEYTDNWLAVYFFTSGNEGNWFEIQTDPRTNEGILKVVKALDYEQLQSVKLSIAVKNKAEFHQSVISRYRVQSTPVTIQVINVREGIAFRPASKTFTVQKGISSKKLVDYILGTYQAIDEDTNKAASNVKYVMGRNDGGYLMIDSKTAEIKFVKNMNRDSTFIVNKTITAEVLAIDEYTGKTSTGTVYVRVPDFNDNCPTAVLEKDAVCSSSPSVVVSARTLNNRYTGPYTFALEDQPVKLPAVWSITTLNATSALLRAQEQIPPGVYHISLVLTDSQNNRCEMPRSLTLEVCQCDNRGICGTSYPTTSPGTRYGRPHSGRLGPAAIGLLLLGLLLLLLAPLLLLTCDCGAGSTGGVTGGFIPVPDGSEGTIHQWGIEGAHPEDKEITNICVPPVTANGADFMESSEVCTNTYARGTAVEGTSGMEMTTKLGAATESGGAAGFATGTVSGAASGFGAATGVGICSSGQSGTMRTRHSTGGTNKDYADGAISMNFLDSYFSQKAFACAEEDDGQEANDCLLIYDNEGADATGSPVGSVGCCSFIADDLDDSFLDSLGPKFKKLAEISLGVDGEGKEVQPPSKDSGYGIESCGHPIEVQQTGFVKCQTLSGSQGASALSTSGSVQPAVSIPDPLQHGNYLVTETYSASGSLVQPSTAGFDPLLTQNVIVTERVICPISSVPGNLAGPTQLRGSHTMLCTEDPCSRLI
Arrestin-AP2 inh: blocks beta-arrestin peptide binding to AP2 adaptin | 0.31% of 340,000 active | FITC-arrestin peptide / GST-AP2 beads, flow cytometry; AP2 beta2 appendage carries R879A mutation | inhibition, % at 10 µM | AID 504490;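 active = inhibition above a set limit, near 3 SD of compounds lacking own fluorescence, cut at about 54% in these data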;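 also: plate controls were DMSO wells for no effect and 5 µM unlabelled arrestin peptide for full effect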
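Material – AP2 appendage R879A on GSH beads · Buffer or medium – PBS with 0.05% Tween 20 and 0.1% BSA · Probe or stimulus – fluorescein-tagged arrestin peptide at 50 nM final · Incubation – compound with beads 12 min RT, then probe 1 h RT · Detection – high-throughput flow cytometry of beads, ex 488, em 535 nm · Evaluation – percent response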
AddAB inh: less growth of phage-infected E. coli with AddAB; E. coli expressing H. pylori AddAB, absorbance growth; inhibition, % at 11.9 µM; 0.29% of 330,000 active; AID 435030; in the data active = inhibition above about 12%;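 also: 0% = vehicle wells of infected cells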
Starred values were filed as active, the others as inactive; / = no result given.

SMILES | Ecoli viability | PfHsp90 yeast 2 | Tat transport | PKA-R1A act | OPRM1-OPRD1 ag | phage Ecoli inh | Mot1-301 SUMO | MOR-DOR inv ag | DSG3 Ab inh | Arrestin-AP2 inh | AddAB inh
CC1CCN(CC(C)CNC(=O)c2cc(-c3ccccn3)nc3ccccc23)CC1 (centres undefined) | 1.7 | -40 | 3 | 1 | -1.2 | -0.2 | 2 | 6 | 98 | -7 | 1.9
CC(=O)N1CCOc2ccc(S(=O)(=O)N3CCC(C(=O)Nc4ccc(F)cc4)CC3)cc21 | 1.6 | -6 | -3 | -3 | -1.8 | 1.7 | 5 | 9 | / | -6 | -0.4
CCc1nnc(NS(=O)(=O)c2ccc(N=Cc3c(C)[nH]n(-c4cccc(Cl)c4)c3=O)cc2)s1 | 16* | 18 | -13 | -2 | -3.4 | 11* | -6 | 20 | 98 | -6 | 24*
O=S(=O)(NCc1ccccc1)c1cccc2nonc12 | -1.9 | / | 1 | -6 | -1.8 | 3.0 | -9 | 10 | 95 | 15 | -0.1
O=C(COc1ccc(Cl)cc1Br)Nc1cccc(S(=O)(=O)N2CCCC2)c1 | 1.1 | -11 | 7 | -1 | 4.2 | -0.8 | 101 | -17 | 114 | 8 | 0.8
COc1cc(OC)cc(C(=O)NCc2n[nH]c(=S)n2-c2ccccc2OC)c1 | 0.2 | -7 | -9 | 8 | -0.5 | 0.9 | -3 | 3 | 104 | 7 | 4.7
CCCC(N)CCCCCC(=O)O (centres undefined) | / | -27 | 0 | -4 | -0.7 | 5.8 | / | 3 | 103 | 6 | /
CC(O)c1cccc(NC(=O)CC(c2ccccc2)c2ccccc2)c1 (centres undefined) | -0.1 | 6 | 3 | 1 | 1.6 | -0.8 | -7 | -7 | 101 | 11 | 1.2
Cc1ccc(-c2nnn(CC(=O)N(CC(=O)NCc3ccccc3)c3cccc(C)c3C)n2)o1 | 0.6 | 17 | 9 | -13 | 1.2 | 2.2 | -11 | -6 | 97 | -5 | 2.6
CCOC(=O)c1oc2ccccc2c1CSc1nnnn1-c1ccc(OC)cc1 | 3.3 | 4 | -4 | 9 | -2.8 | 2.0 | -6 | 15 | 109 | 12 | 2.1
COc1cccc(C(=O)NCCS(=O)(=O)N2CC(C)CC(C)C2)c1 (centres undefined) | -3.2 | -17 | 2 | 4 | -2.5 | 1.4 | -3 | 14 | 129 | -17 | 0.3
CCCc1c(NC(=O)Nc2ccc(Cl)cc2Cl)cnn1-c1ccccc1 | 2.7 | 1 | -5 | / | / | 1.2 | 149 | / | 100 | 8 | 1.3
O=C(COc1ccc(Cl)cc1)Nc1ccc(C(=O)NCc2cccnc2)cc1 | -1.0 | / | -3 | -3 | -0.9 | / | 174 | 5 | 99 | 0 | 4.8
CC1(NC(=O)c2cccc(S(=O)(=O)N3CCN(c4ccccc4)CC3)c2)CCS(=O)(=O)C1 (centres undefined) | 1.0 | 31 | -5 | -1 | 1.5 | 1.7 | -5 | -10 | 108 | -12 | 0.3
Fc1ccc(/C=N/Nc2ccccn2)cc1 | 0.0 | -5 | -3 | 2 | 0.1 | 2.0 | -21 | -1 | 93 | 21 | -0.7
COc1ccc(NC(=O)C(=O)NCC(=O)Nc2cc(OC)ccc2OC)cc1 | -2.0 | -21 | 7 | 2 | -3.0 | -2.6 | 2 | 17 | 103 | 4 | -1.6
CCOC(CN=c1nc(N(C)C)ss1)OCC | / | -16 | -6 | -3 | -8.8 | 1.6 | / | 39 | 82 | -9 | /
Cc1cccc(C(=O)OCC(=O)NC2CCCCCCC2)c1 | 0.2 | / | 18 | -12 | -1.8 | -0.6 | -2 | 7 | / | 18 | -0.6
Cc1ccc(NC(=O)c2ccc(-n3cccn3)nc2)cc1 | -2.6 | 16 | -1 | -7 | 0.6 | 4.7 | 0 | -4 | 104 | 16 | 1.4
Cc1cccc(C2=NN(c3ccccc3)[C@H](CO)[C@H]2c2ccccc2)c1 | 2.5 | -8 | 11 | -8 | 6.7 | / | / | -32 | 103 | -9 | 0.1
CCOc1ccccc1NC(=O)CSc1nnc(CNC(=O)c2cc(OC)c(OC)c(OC)c2)o1 | -0.9 | 2 | -7 | -6 | -4.1 | 0.2 | -4 | 21 | 101 | 6 | 2.2
O=C(Nc1ccccc1)C1=C[C@@H](c2csc3ccccc23)C[C@@H](OCc2ccc(CO)cc2)O1 | -0.4 | 3 | 0 | -4 | 1.5 | 1.1 | 2 | -9 | 107 | 15 | -0.6
Cc1ccc(-c2nc3ccccn3c2C=O)cc1 | -1.5 | 11 | 5 | -7 | -4.8 | 3.3 | 28 | 22 | 100 | -8 | 2.7
CSCCC(NC(=O)c1ccccc1)C(=O)N1CCN(C(c2ccccc2)c2ccccc2)CC1 (centres undefined) | -0.1 | -21 | 3 | -14 | 1.7 | 1.7 | 43 | -9 | / | 40 | 4.4
COc1ccc(C(=O)n2nc(-c3ccc(OC)cc3)nc2N)cc1 | 1.0 | 5 | 22 | -4 | 2.2 | 2.1 | 25 | -12 | 104 | -4 | 3.3
(list continues)
SMILES | Ecoli viability | PfHsp90 yeast 2 | Tat transport | PKA-R1A act | OPRM1-OPRD1 ag | phage Ecoli inh | Mot1-301 SUMO | MOR-DOR inv ag | DSG3 Ab inh | Arrestin-AP2 inh | AddAB inh
C=C(C)CN(CC)C(=O)CSc1ccc(S(=O)(=O)N2CCN(Cc3ccccc3)CC2)cn1 | 1.2 | -43 | 5 | -4 | 0.7 | 3.7 | -17 | -3 | 105 | -10 | 1.6
CC(NC(=O)c1ccco1)C(=O)OCC(=O)c1ccc(Cl)s1 (centres undefined) | 2.2 | -52 | -6 | -5 | -3.6 | 3.0 | -14 | 18 | 101 | -5 | 4.4
Cc1nn(-c2cc(C(F)(F)F)ccc2Cl)c2nc(C(F)(F)F)[nH]c(=O)c12 | -1.8 | 3 | -3 | -3 | -2.4 | 2.8 | -15 | 13 | 125 | 7 | 0.0
Cc1ccccc1CSCc1nc(N)nc(Nc2ccccc2C)n1 | 2.2 | -4 | 3 | -3 | 3.1 | 2.6 | 6 | -18 | 98 | -9 | -1.6
CC(C)(C)c1ccc(C(=O)NCc2cccnc2)cc1 | -1.0 | / | -5 | -11 | -0.3 | 0.2 | 1 | 2 | / | 26 | 2.2
CCOc1cc(/C=C2/C(=N)N3C(=NC2=O)SN=C3S(C)(=O)=O)ccc1OS(=O)(=O)c1ccccc1 | 0.9 | -104 | -1 | -7 | -2.6 | / | 6 | 13 | 106 | -13 | -0.4
COc1cccc(/C=C/C(=O)c2c(O)cc(C)oc2=O)c1O | 0.5 | 6 | -5 | -10 | -1.0 | 1.1 | -4 | 6 | / | 3 | 2.1
CCCc1nnc(NC(=O)CCC(=O)N2CCN(Cc3ccccc3)CC2)s1 | -1.8 | 4 | 6 | -1 | -1.3 | 1.3 | -4 | 7 | 100 | -2 | -1.8
COc1ccc(OCC(=O)Nc2ccc(N3CCN(C(=O)c4ccccc4)CC3)c(Cl)c2)cc1 | 0.8 | 19 | 14 | 2 | -1.7 | 3.2 | -28 | 6 | 111 | -8 | 3.2
O=C(CCCCCn1c(=S)[nH]c2ccc(N3CCOCC3)cc2c1=O)NCc1ccccc1 | -3.2 | 24 | -9 | 3 | 0.1 | 3.7 | -18 | -1 | 106 | 8 | 1.7
Cc1sc2nc(SCc3nc4ccccc4[nH]3)n(Cc3ccco3)c(=O)c2c1C | 1.0 | 6 | 6 | -8 | 6.0 | 3.2 | 13 | -32 | 105 | 1 | 0.6
O=C(/C=C/NNC(=O)c1ccccc1)c1ccc([N+](=O)[O-])cc1 | 0.2 | -13 | -12 | -3 | 3.4 | 3.7 | 31 | -18 | 96 | 7 | 5.2
O=C(CSc1ccccn1)N/N=C/c1cc([N+](=O)[O-])ccc1O | -1.2 | 4 | 7 | -7 | -4.6 | 2.1 | -6 | 23 | 108 | -13 | 0.2
COc1cc2nc(Nc3ccc(F)cc3)nc(N)c2cc1OC | -1.6 | -10 | -14 | -2 | 1.9 | -2.3 | 162 | -10 | 96 | 39 | 0.5
CCOc1ccc(C(C(=O)NC2CCCC2)N(C(=O)c2snc(C(N)=O)c2N)C2CCCC2)cc1 (centres undefined) | 1.4 | -19 | -4 | -6 | -1.4 | 0.3 | 922* | 8 | 75 | -8 | 2.8
Cc1ccccc1NC(=O)c1nc2nccc(C)n2n1 | 1.8 | / | 3 | 6 | -1.3 | / | 5 | 6 | 111 | -2 | 3.2
O=C(Cn1nc(Cc2ccncc2)c2ccccc2c1=O)Nc1cccnc1Cl | 0.2 | -1 | 14 | -1 | -0.7 | 1.3 | -22 | 3 | 89 | -1 | -2.5
CC1=NNC(=O)C1CCC(=O)N/N=C/c1ccc(Cl)cc1Cl (centres undefined) | 0.2 | -22 | 1 | -3 | -2.5 | 1.8 | 93 | 13 | 112 | 2 | 0.9
CCN(c1ccccc1)S(=O)(=O)c1c(C)noc1C | / | -2 | -5 | -2 | 0.5 | 0.5 | / | -3 | 96 | 4 | /
O=C(COC(=O)c1cc([N+](=O)[O-])ccc1Cl)NCCc1ccccc1 | 3.0 | -12 | -7 | -14 | 3.1 | 2.1 | -7 | -13 | 103 | 2 | 2.0
COc1ccc(NS(=O)(=O)c2coc(C(N)=O)c2)cc1Cl | 1.6 | / | -5 | -1 | 0.3 | 1.8 | -6 | -2 | 109 | 6 | 5.1
Cc1ccc(S(=O)(=O)NC(=NC2CCCCC2)c2ccc(F)cc2)cc1 | 0.3 | -11 | 1 | 4 | 0.0 | 2.3 | 125 | 0 | 110 | 53 | 0.3
COc1cc(NC(=S)N2CCN(C)CC2)c(OC)cc1Cl | -4.4 | 20 | -1 | 7 | -1.0 | -0.8 | 14 | 6 | 83 | 5 | 0.8
Cc1nc2ncnn2c(C)c1CCC(=O)N1CC(C)CC(C)C1 (centres undefined) | -0.2 | / | -11 | 1 | -2.8 | 1.9 | 85 | 16 | 103 | 16 | 1.2
Cc1ccc(/C=C/C(=O)N2CC(=O)Nc3ccccc32)o1 | -0.2 | 37 | -1 | -18 | -1.3 | 3.8 | -9 | 7 | 93 | 5 | 3.5
CN(C)S(=O)(=O)c1cc(C(=O)Nc2ccccc2C(=O)NC2CC2)ccc1Cl | 1.9 | -43 | 1 | -2 | -3.0 | 5.2 | / | 12 | / | -7 | 2.8
Cc1ccsc1C(=O)Nc1ccc(F)c([N+](=O)[O-])c1 | 0.9 | -27 | -4 | 9 | -1.7 | 5.9 | 13 | 9 | 82 | 1 | 3.1
Cn1nc(C(F)(F)F)cc1-c1ccc(/C=C(\C#N)C(=O)c2ccccc2)s1 | 2.7 | 7 | 0 | -3 | -2.9 | -1.1 | 104 | 15 | 124 | -4 | 5.9
